High-throughput results: PubChem, several laboratories
TMEM16A inh: inhibitors of mouse TMEM16A calcium-activated chloride channel; Q8BHY3; HEK293 TMEM16A/YFP iodide influx fluorescence, ionomycin; normalized B-score (activity score, 25-100; higher = stronger inhibition) at 10 µM; hit rate 1.2% among 310,000;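 active = ratio plate-corrected score three or more library SD toward inhibition, starting fluorescence score within five deviations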;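 note: score derived from kinetic fluorescence span divided by baseline fluorescence per well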
TRPC6 activator: activators of mouse TRPC6 channel; HEK293-TRPC6 membrane potential dye fluorescence; active compounds read high; B-score at 10 µM; hit rate 0.13% among 310,000; AID 2550;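 active = B-score of the integrated fluorescence ratio above library mean plus 3 SD, and starting fluorescence ratio within library mean plus 5 SD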;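 note: higher score means more depolarization so channel activation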
Target sequence (Q61143 whole entry, looked up): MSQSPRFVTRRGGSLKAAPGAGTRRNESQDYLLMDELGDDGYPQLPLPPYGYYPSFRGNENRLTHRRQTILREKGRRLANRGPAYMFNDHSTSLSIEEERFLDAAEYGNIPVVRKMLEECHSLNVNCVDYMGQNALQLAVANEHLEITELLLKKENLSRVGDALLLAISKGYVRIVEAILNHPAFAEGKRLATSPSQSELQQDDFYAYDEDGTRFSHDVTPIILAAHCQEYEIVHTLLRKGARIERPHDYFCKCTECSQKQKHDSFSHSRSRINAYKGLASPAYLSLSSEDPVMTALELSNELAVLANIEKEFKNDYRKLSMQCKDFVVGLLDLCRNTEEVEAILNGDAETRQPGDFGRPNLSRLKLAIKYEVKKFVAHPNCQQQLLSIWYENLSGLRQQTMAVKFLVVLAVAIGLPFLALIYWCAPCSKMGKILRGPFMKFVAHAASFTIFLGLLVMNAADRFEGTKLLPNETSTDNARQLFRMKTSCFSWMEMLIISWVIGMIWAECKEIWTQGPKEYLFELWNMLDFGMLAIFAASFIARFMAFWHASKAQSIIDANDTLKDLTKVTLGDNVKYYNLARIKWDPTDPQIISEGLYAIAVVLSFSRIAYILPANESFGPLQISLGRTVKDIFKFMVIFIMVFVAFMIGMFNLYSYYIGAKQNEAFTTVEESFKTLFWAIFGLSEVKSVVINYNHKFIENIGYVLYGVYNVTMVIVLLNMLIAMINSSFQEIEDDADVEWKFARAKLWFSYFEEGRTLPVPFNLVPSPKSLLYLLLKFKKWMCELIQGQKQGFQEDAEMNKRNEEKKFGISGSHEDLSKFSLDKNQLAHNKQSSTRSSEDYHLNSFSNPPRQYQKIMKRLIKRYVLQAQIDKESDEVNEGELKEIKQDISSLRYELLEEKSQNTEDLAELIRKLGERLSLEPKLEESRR
SKKanGAS inh: inhibitors of SKKanGAS S. pyogenes growth in kanamycin (SK-promoter or general growth effect) | BacTiter-Glo, 6 h | inhibition, % at 7.5 µM | hit rate 1.3% among 300,000 | AID 1662;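 active = mean replicate score, as percent of positive control median, at least 50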;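 note: strain carries kanamycin resistance gene driven by streptokinase promoter and grows in 40 µg/ml kanamycin; loss of luminescence reflects streptokinase promoter inhibition or plain growth inhibition; 0% = median of DMSO wells and 100% = positive control at its reference dose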
TMEM16A act: mouse TMEM16A channel activation, primary screen. hit rate 0.3% among 340,000. B-score at 10 µM. HEK293 TMEM16A/YFP-H148Q/I152L, iodide quench fluorescence; active compounds read low. AID 623877. Q8BHY3;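 active = fluorescence-ratio B-score plate-corrected deviation score at least 3 library SD below zero, with starting fluorescence score within 5 deviations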;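 note: channel opened by trigger with iodide after compound preincubation; score built on the fluorescence ratio of max minus min over baseline; more negative score means more quench and so TMEM16A activation or potentiation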
TRPC4 block: blocks the mouse TRPC4 cation channel; B-score at 10 µM; AID 2247; HEK293 TRPC4beta/mu-opioid, DAMGO-evoked Fluo4 calcium flux; active compounds read low; hit rate 0.39% among 300,000;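 active = B-score over 3 SD under the library average, no early fluorescence shift, positive overall ratio signal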
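Assay system: Stable TRPC4beta/mu-opioid receptor HEK293 cells | Reagent: DAMGO in two steps, submaximal then maximal | Compound dosing: Single concentration per test compound | Signal: Fluo4 Ca2+ flux fluorescence | Evaluation: Per-well B score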
TRPC6 inhibitor: blocks the mouse TRPC6 cation channel; HEK293-TRPC6, membrane potential dye, ACh-evoked depolarization; active compounds read low; hit rate 1.1% among 310,000; Q61143; B-score at 10 µM;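 active = B-score under library mean minus 3 SD, initial fluorescence not abnormally high, positive integrated signal ratio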;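 note: B-score derived from integrated fluorescence ratio over the kinetic read; more negative B-score means stronger inhibition of depolarization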
TRPC4 agonist: TRPC4 (mouse) channel activation; Q9QUQ5; HEK293 TRPC4beta/mu-opioid, Fluo4 calcium fluorescence; active compounds read high; B-score at 10 µM; hit rate 0.49% among 310,000; AID 2237;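 active = B-score above 5 SD of library B-scores, and initial fluorescence ratio not above library mean plus 5 SD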;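 note: positive B-score marks a calcium rise read as TRPC4 activation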
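System – HEK293 cells stably co-expressing mouse TRPC4beta and mu-opioid receptor · Signal – Fluo4 calcium-sensitive dye fluorescence, kinetic, 1 Hz baseline · Benchmarks – buffer (low) and maximal DAMGO (high) · Read-out – B score of integrated fluorescence ratio per well · Incubation – dye loading 45 min room temperature, 110 s kinetic read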
MrgX1 antag: blocks BAM8-22 activation of human MrgX1 receptor. hit rate 1.3% among 310,000. B-score at 10 µM. MRGX1-HEK293 calcium flux, Fluo-4, BAM8-22 antagonism; active compounds read low. Q96LB2;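 active = calcium-response B-score plate-corrected more than 3 library SD below zero, starting fluorescence within 5 deviations, no agonist response on first addition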;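 note: peak minus trough fluorescence over baseline after final BAM8-22 challenge near maximal dose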
MrgX1 allo act: human MrgX1 positive allosteric modulation, primary screen; AID 588675; B-score at 10 µM; Q96LB2; hit rate 0.63% among 310,000; MrgX1-HEK293, Fluo-4 calcium flux, FDSS; active compounds read high;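 active = plate-corrected calcium response at least 3 library SD above typical, normal starting fluorescence, not activating the receptor alone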;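 note: compound read alongside a low EC10 to EC30 dose of BAM8-22 agonist; peak minus trough fluorescence over baseline measured at the second addition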
MrgX1 ag: activates human MrgX1 receptor signaling | hit rate 0.44% among 310,000 | MrgX1-HEK293 cells, Fluo-4 calcium fluorescence, agonist mode; active compounds read high | B-score at 10 µM;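 active = calcium response B-score plate-corrected fluorescence ratio at least 3 library SD, with starting fluorescence B-score inside 5 SD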
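Assay system: MrgX1-expressing HEK293 cells / Amount: fifteen thousand cells per well / Doses: test compound in the initial addition of three / Timing: cells plated overnight, dye loaded 0.5 h 37 °C, 0.5 h room temperature / Technique: kinetic calcium dye fluorescence, Fluo-4 NW / Control set: positive and negative controls per plate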
TRPC4 potent: allosteric potentiators of mouse TRPC4 channel; Q9QUQ5; HEK293 TRPC4beta/mu-opioid, DAMGO EC20, Fluo-4 Ca2+ flux; active compounds read high; B-score at 10 µM; hit rate 0.42% among 310,000; AID 2227;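 active = B-score of calcium response area above 5 SD of library B-scores, with initial fluorescence ratio within 5 SD of library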;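 note: B-score of integrated fluorescence ratio over time as area under calcium response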
Starred values were filed as active, the others as inactive; i = inactive; nt = no result given.

Results follow in this order: TMEM16A inh	TRPC6 activator	SKKanGAS inh	TMEM16A act	TRPC4 block	TRPC6 inhibitor	TRPC4 agonist	MrgX1 antag	MrgX1 allo act	MrgX1 ag	TRPC4 potent
N=c1sc2c(n1Cc1ccccc1)CCCC2
→ i	i	12	i	i	i	i	i	i	i	i
O=C(c1cccs1)c1cn(Cc2ccccc2Cl)c2ccccc12
→ i	i	25	i	i	i	i	i	i	i	i
O=c1c2ccccc2nc(CN2CCOCC2)n1-c1ccccc1F
→ i	i	2	i	i	i	i	i	i	i	i
CCOP(=O)(OCC)C(NC(=O)NC)C(N)=O (stereo not drawn)
→ i	i	-6	i	i	i	i	i	i	i	i
O=[N+]([O-])c1ccc(C2C3C(c4ccccc4)=NC4(CCCCC4)N32)cc1 (stereo not drawn)
→ i	i	5	i	i	i	i	i	i	i	i
CC(=O)O[C@@]12CO[C@@H]1C[C@@H](O)[C@@]1(C)C(=O)[C@H](O)C3=C(C)[C@@H](OC(=O)[C@H](O)[C@@H](NC(=O)c4ccccc4)c4ccccc4)C[C@@](O)([C@@H](OC(=O)c4ccccc4)C12)C3(C)C (stereo partly drawn)
→ i	i	12	i	i	i	i	i	i	i	i
CCN(CC)C(=O)c1ccc(N(Cc2ccccc2)S(C)(=O)=O)cc1
→ i	i	0	i	i	i	i	i	i	i	i
Cc1nc2cc([N+](=O)[O-])ccc2c(=O)n1-c1ccc(Br)cc1
→ i	i	1	-13*	i	i	i	i	i	i	i
CCCCCn1c(=O)c(C(=O)NCc2ccccn2)c(O)c2ccccc21
→ 25*	i	7	i	i	i	i	i	i	i	i
COc1cccc(CCNCc2c(F)cccc2F)c1
→ i	i	-11	i	i	i	i	i	i	i	i
O=C(O)CNC1c2ccccc2CSc2ccccc21 (stereo not drawn)
→ i	i	-3	i	i	i	i	i	i	i	i
CCCCn1c(O)c(/C=N/N2CCOCC2)c(=O)[nH]c1=S
→ i	i	6	i	i	i	i	i	i	i	i
COc1ccc(CCn2c(O)c(C=NCc3ccc4c(c3)OCO4)c(=O)[nH]c2=O)cc1OC
→ i	i	1	i	i	i	i	i	i	i	i
CCOc1cc(CNCCc2cccc(F)c2)ccc1OC
→ i	i	1	i	i	i	i	i	i	i	i
CC(C)c1ccc(-n2c(O)c(/C=N/N3CCOCC3)c(=O)[nH]c2=S)cc1
→ i	i	-5	i	i	i	i	i	i	i	i
CN(Cc1c[nH]c2ccccc12)C1CCCCC1
→ i	i	-11	i	i	i	i	i	i	i	i
Clc1ccc(CSC(Cn2ccnc2)c2ccc(Cl)cc2Cl)cc1 (stereo not drawn)
→ i	i	nt	i	i	i	i	i	i	i	i
Cc1ccc(C(=O)N/C(=C\Cl)P(=O)(c2ccccc2)c2ccccc2)cc1
→ i	i	-10	i	i	i	i	i	i	i	i
CCN(CC)CCN1Cc2ccccc2C1=N
→ i	i	-9	i	i	i	i	i	i	i	i
CCOP(=S)(OCC)C(O)CCCCCn1c(=O)c(F)cn(C2CCCO2)c1=O (stereo not drawn)
→ i	i	-1	i	i	i	i	i	i	i	i
O=[N+]([O-])c1ccc(N2CCCC2)c(F)c1Br
→ i	i	4	i	i	i	i	i	i	i	i
Cc1cc(Cl)ccc1C(=O)C1CCCN(C2CCSCC2)C1 (stereo not drawn)
→ i	i	6	i	i	-5.8*	i	i	i	i	i
CC12CNCC(C)(CNC1)C2O (stereo not drawn)
→ i	i	10	i	i	i	i	i	i	i	i
O=C(c1ccccc1)c1cn(CC(=O)N2CCCC2)c2ccccc12
→ i	i	0	i	i	i	i	i	i	i	i
CC1=C[C@@H]2c3cccc4[nH]cc(c34)C[C@H]2N(C)C1
→ i	i	0	-14*	i	i	i	i	i	i	i
CCC(C(=O)Nc1ccc(Cl)cc1)N1CCCC1=O (stereo not drawn)
→ i	i	-6	i	i	i	i	i	i	i	i
O=C(c1ccc(CNS(=O)(=O)c2ccccc2)cc1)N1CCC2(CC1)OCCO2
→ i	nt	nt	i	nt	nt	nt	i	i	i	nt
CCN(CC)CCNCc1nc2ccccc2c(=O)n1-c1ccc(F)cc1
→ i	i	-1	i	i	i	i	i	i	i	i
Nc1ccccc1C(=O)OCc1ccc([N+](=O)[O-])cc1
→ i	i	-3	i	i	i	i	i	i	i	i
Cc1c(C)c2ccc(OCC(=O)N3C[C@H]4C[C@@H](C3)c3cccc(=O)n3C4)c(C)c2oc1=O
→ i	i	2	i	i	i	i	i	i	i	i
O[C@H]1[C@H](O)[C@@H](O)CN2CC[C@H](O)[C@H]12
→ i	i	-1	i	i	i	i	i	i	i	i
COc1cc(Br)c(CNCCc2ccc3c(c2)OCO3)cc1OC
→ i	i	-4	i	i	i	i	i	i	i	i
O=C(C1CCN(S(=O)(=O)c2ccccc2)CC1)N1CCC2(CC1)OCCO2
→ i	i	2	i	i	i	i	i	i	i	i
O=C(Nc1cccc2ccccc12)N1CCC2(CC1)OCCO2
→ i	i	-11	i	i	i	i	i	i	i	i
O=C(N/N=C/C1C(=O)NC(=S)N(c2ccccc2)C1=O)c1cc(Br)c(O)c(Br)c1 (stereo not drawn)
→ i	i	2	i	i	i	i	i	i	i	i
CCOc1ccc(N2C(=O)NC(=O)/C(=C\c3ccc(N4CCCCC4)o3)C2=O)cc1
→ i	i	3	i	i	i	i	i	i	i	i
Cc1cc(C)c2c(c1)-c1cc(C)nn1C(c1cccnc1)N2 (stereo not drawn)
→ i	i	-1	i	i	i	i	i	i	i	i
CC(C(=O)c1ccccc1)N1C(=O)c2ccccc2C1=O (stereo not drawn)
→ i	i	8	i	i	i	i	i	i	i	i
CN(C)P(=S)(Nc1ccccc1)C(Cl)(Cl)Cl (stereo not drawn)
→ i	i	4	i	i	i	i	i	i	i	i
CN1C[C@H](CO)C[C@@H]2c3cccc4[nH]cc(c34)C[C@H]21
→ i	i	-5	i	i	i	i	i	i	i	i
Cc1cccc(CCNCc2cc3cc(C)cc(C)c3[nH]c2=O)c1
→ i	i	6	i	i	-5.9*	i	i	i	i	i
CCOC(=O)c1c(-n2c(C)cc(/C=C3/C(=O)NC(=O)N(CC)C3=O)c2C)sc2c1CCCC2
→ i	i	32	i	i	i	i	i	i	i	i
O=c1c2ccccc2[se]n1-c1ccccc1
→ i	i	88*	i	i	i	i	i	i	40*	i
C=CCn1c(O)c(C=NCCCOc2ccc(CC)cc2)c(=O)[nH]c1=S
→ i	i	-3	i	i	i	i	i	i	i	i
CN(C)C(Cc1ccccc1)C(=O)c1c[nH]c2ccccc12 (stereo not drawn)
→ i	i	4	i	i	i	i	i	i	i	i
COC(=O)C1=C(c2cc3ccccc3o2)C[C@@H]2CC[C@H]1N2C(=O)NC1CCCCC1
→ i	i	7	i	nt	i	i	i	i	i	i
ON1C2CCCCC2N(O)C1c1ccccc1F (stereo not drawn)
→ i	i	7	i	i	i	i	i	i	i	i
O=C1NC(=O)N(Cc2ccc(F)cc2)C(=O)/C1=C\c1ccc(N2CCCC2)cc1
→ i	i	2	i	i	i	i	i	i	i	i
Cc1oc(-c2ccccc2F)nc1CS(=O)CC(=O)N1CCC2(CC1)OCCO2 (stereo not drawn)
→ i	i	-3	i	i	i	i	i	i	i	i
C=COCCn1c(C)c(C(=O)OCC)c2cc(O)ccc21
→ i	i	3	i	i	i	i	i	i	i	i

More results
Results follow in this order: TMEM16A inh	TRPC6 activator	SKKanGAS inh	TMEM16A act	TRPC4 block	TRPC6 inhibitor	TRPC4 agonist	MrgX1 antag	MrgX1 allo act	MrgX1 ag	TRPC4 potent
O=C(c1ccc(N2CCCCC2)c([N+](=O)[O-])c1)N1CCC2(CC1)OCCO2
→ i	i	1	i	i	i	i	i	i	i	i
C=CCOC(=O)COc1cc(C)cc2oc(=O)c3c(c12)CCC3
→ i	i	-1	i	i	i	i	i	i	i	i
CCOC(=O)C1(CCc2ccccc2)CCN(Cc2cccc3cnccc23)CC1
→ i	i	6	i	i	i	i	i	i	i	i
O=c1c2ccc(Cl)cc2[nH]c(=S)n1-c1cccnc1
→ i	i	-1	i	i	i	i	i	i	i	i
Fc1cccc(F)c1CN1CCN(Cc2c(F)cccc2F)CC1
→ i	i	13	i	i	i	i	i	i	i	i
CC12CC(c3ccccc3O1)C(C(=O)OCc1ccccc1)C(=O)N2 (stereo not drawn)
→ i	i	-5	i	i	i	i	i	i	i	i
CCOP(=O)(OCC)C(NC(=O)c1cccc2ccccc12)C(Cl)(Cl)Cl (stereo not drawn)
→ i	i	5	i	i	i	i	i	i	i	i
c1ccc(CN2CCNCC2)nc1
→ i	i	6	i	i	i	i	i	i	i	i
COc1ccc(Cc2c(O)[nH]c(=S)[nH]c2=O)cc1
→ i	i	0	i	i	i	i	i	i	i	i
CCC(C)n1c(O)c(C=NCCc2ccccc2)c(=O)[nH]c1=S (stereo not drawn)
→ i	i	0	i	i	i	i	i	i	i	i
O=C1NC(=O)C(=Cc2cccc(OCCOc3ccccc3)c2)C(=O)N1
→ i	i	0	i	i	i	i	i	i	i	i
COc1ccc(OCC(=O)N2CCN(CC3CC4C=CC3C4)CC2)cc1 (stereo not drawn)
→ i	i	-3	i	i	i	i	i	i	i	i
COc1ccc(CCn2c(O)c(/C=N/NC(=O)c3ccncc3)c(=O)[nH]c2=O)cc1OC
→ i	i	-2	i	i	i	i	i	i	i	i
Cc1cc(/C=C2\C(=O)NC(=O)N(c3ccc(Cl)cc3)C2=O)c(C)n1-c1sc2c(c1C#N)CCCC2
→ i	i	20	i	i	i	i	i	i	i	i
CN(C)CP(=O)(O)CN(C)C=O
→ i	i	3	i	i	i	i	i	i	i	i
CC(Cc1cccs1)NCc1ccccc1 (stereo not drawn)
→ i	i	2	i	i	i	i	i	i	i	i

An excerpt. The share of hits here may be higher or lower than overall.
